CHRM1 agonist = human M1 muscarinic receptor agonists, primary screen, Fluo-8 calcium fluorescence, CHO-K1 cells, HTS; activation, % at 3 µM; AID 588814, 2011; CHO-K1 hM1, agonist mode; 0% DMSO, 100% acetylcholine EC100; Muscarinic acetylcholine receptor M1 (Homo sapiens), P11229; actives 0.33% (n = 360,000);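 active = activation above the run's mean compound activation plus 3 SD, cut at about 16% in these data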;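 also: peak over basal fluorescence ratio within a 140 s kinetic read after compound addition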
Target sequence (P11229 whole entry, looked up): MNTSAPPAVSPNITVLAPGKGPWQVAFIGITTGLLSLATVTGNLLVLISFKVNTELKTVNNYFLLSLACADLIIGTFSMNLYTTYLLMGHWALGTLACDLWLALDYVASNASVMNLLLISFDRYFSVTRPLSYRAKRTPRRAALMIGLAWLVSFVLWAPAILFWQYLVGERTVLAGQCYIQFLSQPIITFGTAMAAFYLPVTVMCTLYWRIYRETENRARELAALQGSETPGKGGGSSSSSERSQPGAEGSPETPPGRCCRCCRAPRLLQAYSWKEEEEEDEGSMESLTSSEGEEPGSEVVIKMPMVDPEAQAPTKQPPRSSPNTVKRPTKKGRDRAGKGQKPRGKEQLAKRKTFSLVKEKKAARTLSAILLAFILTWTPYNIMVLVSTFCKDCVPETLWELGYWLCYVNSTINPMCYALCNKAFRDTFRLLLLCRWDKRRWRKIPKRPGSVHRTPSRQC
OXTR potentiate = human OXTR potentiators, primary screen, fluorescence, CHO-OTR cells, Fluo-8 calcium. Oxytocin receptor (Homo sapiens), P30559. Fluo-8 calcium fluorescence, potentiator mode; 0% = oxytocin EC15, 100% = EC100. activation, % at 3 µM. actives 0.061% (n = 320,000);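 active = activation above that plate's cutoff, the mean activation of tested compounds plus 3 SD, cut at about 6.6% in these data, passing the limit was not always enough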;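 also: 100% uses oxytocin at 75 nM as the full agonist control; some results filed as inactive read as strong as hits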
Target sequence (P30559 whole entry, looked up): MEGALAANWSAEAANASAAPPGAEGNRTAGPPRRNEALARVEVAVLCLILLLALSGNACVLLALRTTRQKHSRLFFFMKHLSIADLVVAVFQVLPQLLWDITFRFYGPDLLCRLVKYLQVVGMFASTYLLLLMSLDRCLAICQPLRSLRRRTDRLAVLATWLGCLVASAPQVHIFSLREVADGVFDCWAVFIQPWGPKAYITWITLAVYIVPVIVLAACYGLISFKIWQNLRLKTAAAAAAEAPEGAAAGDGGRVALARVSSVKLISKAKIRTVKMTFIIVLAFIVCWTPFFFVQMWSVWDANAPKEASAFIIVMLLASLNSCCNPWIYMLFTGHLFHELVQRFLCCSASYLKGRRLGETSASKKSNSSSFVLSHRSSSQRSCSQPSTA
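Material: CHO-OTR cells, human receptor; compound dosing: single dose, 3.0 µM nominal final compound concentration; schedule: 6 min compound pre-incubation at room temperature, 100 s kinetic read; measured by: kinetic Fluo-8 calcium fluorescence; read-out basis: % activation vs EC15 and EC100 oxytocin; controls: EC15 oxytocin alone as 0%, 75 nM oxytocin as 100%; replicates: singlicate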
V1aR counter = agonists of human V1a receptor, primary screen, counter-screen for OXTR agonist project, fluorescence, CHO-V1R cells; Vasopressin V1a receptor (Homo sapiens), P37288; Fluo-8 calcium fluorescence, agonist mode; 0% DMSO, 100% 3 nM vasopressin; activation, % at 3 µM; actives 0.25% (n = 320,000);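 active = activation above the mean activation of all tested compounds plus 3 SD, per screening run, cut at about 20% in these data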;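 also: signal is peak over basal fluorescence ratio across a 100 second FLIPR read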
CHO-K1 Ca ag = counter-screen for M1 agonists: effect in parental CHO-K1 cells; Fluo-8 calcium fluorescence; scaled to maximal ATP response, vehicle zero; activation, % at 3 µM; actives 0.48% (n = 360,000); in the data active = activation above about 15%;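 also: untransfected CHO-K1 host cells lacking M1 receptor as counterscreen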
TAAR1 ag = human TAAR1 agonists, primary screen, Fluo-8 calcium fluorescence, CHO RD-HGA16 cells. Trace amine-associated receptor 1 (Homo sapiens), Q96RJ0. vehicle wells 0%, saturating PEA agonist 100%. activation, % at 3 µM. actives 0.99% (n = 360,000). AID 624467, 2012;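 active = activation above the mean activation of all test compounds in the run plus 3 SD, cut at about 38% in these data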
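Assay system: CHO-derived RD-HGA16 cells with stable Gα16 and human TAAR1; timing: 17-24 h seeding, 75 min 37 °C dye, 30 min RT; read-out: % activation from peak over basal fluorescence ratio, DMSO-to-PEA scaled; measured by: kinetic Fluo-8 calcium fluorescence; benchmarks: low control DMSO, high control PEA (EC100); doses: 3 µM single concentration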
CHO-K1 Ca antag = counter-screen for M1 antagonists: effect in parental CHO-K1 cells | actives 0.6% (n = 360,000) | ATP-induced calcium, Fluo-8 fluorescence | AID 602250 | inhibition, % at 3 µM;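 active = inhibition above a per-plate cutoff, the plate's mean sample inhibition plus 3 SD, cut at about 24% in these data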;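 also: 0% = DMSO plus EC80 ATP and 100% = DMSO alone without ATP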
M1 PAM parental = nonselective calcium activators in parental CHO-K1 cells, primary screen, counter-screen for M1 PAM project, cell-based, Fluo-8 calcium fluorescence, full deck, 1536-well; ATP EC20; 0% at ATP EC20, 100% at ATP max; activation, % at 3 µM; actives 0.02% (n = 360,000); AID 602247, 2012;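 active = activation above the run cutoff, the mean activation of all test compounds plus 3 SD, cut at about 40% in these data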;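 also: peak over basal fluorescence ratio in a 140 s read after ATP addition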
CHO parental Ca = ATP-evoked calcium signal inhibitors, parental CHO, primary screen, counter-screen for OX1R antagonist project, cell-based, fluorescence, Fluo-8 calcium dye; parental CHO-K1, ATP-induced calcium, Fluo-8 fluorescence; inhibition, % at 5.6 µM; actives 0.63% (n = 330,000);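 active = inhibition above that plate's mean sample inhibition plus 3 SD, cut at about 26% in these data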;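 also: 0% = ATP-challenged DMSO wells and 100% = DMSO wells without ATP; some compounds past the cut are filed as inactive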
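Material: parental CHO cells / Compound: single nominal dose of 5.6 µM per compound / Signal: Fluo-8 fluorescence / Replicates: singlicate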
TAAR1 antagonist = human TAAR1 antagonists, primary screen, Fluo-8 calcium fluorescence, CHO RD-HGA16 cells; Trace amine-associated receptor 1 (Homo sapiens), Q96RJ0; antagonist; inhibition, % at 3 µM; actives 1.5% (n = 360,000); AID 624466, 2012;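 active = inhibition above a per-plate cutoff, the mean inhibition of test compounds on that plate plus 3 SD, cut at about 49% in these data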;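 also: 0% = DMSO plus EC80 beta-PEA response and 100% = DMSO alone without agonist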
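Test system – hTAAR1-expressing CHO RD-HGA16 cells, Gα16-coupled · Also added – β-PEA at EC80 concentration, post-compound challenge · Compound – 3 µM, single point · Incubation – dye loading 75 min at 37 °C, then 30 min room temperature · Measured by – Fluo-8 intracellular calcium dye fluorescence, real-time kinetic reads · Benchmarks – vehicle and agonist controls · Replicates – singlicate, one well per test compound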
Starred values were filed as active, the others as inactive; . = not tested or not shown.

Results follow in this order: CHO-K1 Ca antag, CHO parental Ca, TAAR1 antagonist, V1aR counter, CHO-K1 Ca ag, CHRM1 agonist, M1 PAM parental, OXTR potentiate, TAAR1 ag
CC(OC(=O)CC(C)c1ccccc1)C(=O)Nc1ccc(Cl)cn1 (configuration not stated)
 : -11, ., 31, ., -0.4, -5, 19, ., 2
CN(C)/C=N/NC(=O)C1Cc2c(ccc3ccccc23)O1 (configuration not stated)
 : 0, -10, -21, 0.9, 16*, -4, 18, 2, 8
CCC1CN(C(=O)NCc2ccc(F)cc2)c2ccccc2O1 (configuration not stated)
 : -11, ., -3, ., -0.4, -8, 15, ., 2
C/C(Cl)=C/Cc1c(C)[nH]c2c(ccc3ccccc32)c1=O
 : 2, -1, -8, 0.8, 1.0, -2, -11, -2, 2
CC1=NOC(=O)/C1=C\c1ccc(-c2ccc(Cl)c(C(=O)O)c2)o1
 : -7, ., 9, ., 0.6, -6, 24, ., 11
COc1cccc(C(c2sc3ncnn3c2O)N2CCN(C(=O)c3ccco3)CC2)c1 (configuration not stated)
 : 11, -2, -18, -0.4, -0.2, -2, -4, -3, 0
O=C(CNC(=O)c1ccccc1)NCC(=O)OCC(=O)c1ccc([N+](=O)[O-])cc1
 : -2, -4, 13, 0.9, -0.4, -4, -6, -3, 5
COc1ccc(C(CNC(=O)c2ccccc2C)N2CCCC2)cc1 (configuration not stated)
 : -3, -11, -6, 0.9, 0.6, -5, 11, 2, 5
O=C(O)CCCCCNC(=O)/C=C/c1ccco1
 : -3, 5, 0, 2.4, -0.4, -3, 1, -5, 0
Cc1c(Cl)cccc1NC(=O)CSc1ccc(-c2cccnc2)nn1
 : -7, 1, -8, -0.8, 2.0, -3, 10, -5, -1
COc1cc(C(=O)N2CCCC(c3cc(C(=O)NCc4ccccc4)no3)C2)cc(OC)c1C (configuration not stated)
 : -15, ., -8, ., 2.8, -6, 34, ., 2
CN1CCN(C(=S)Nc2ccc(Cl)cc2)CC1
 : -1, -9, -7, 0.5, 0.4, -5, 2, -1, 4
C=C(C)Cn1c(N2CCCC2)nc2c1c(=O)n(C)c(=O)n2C
 : -10, 8, -8, 0.7, 1.3, -4, 22, -9, 3
Cc1cc(=O)oc(C)c1C(=O)NCCN(C)Cc1ccccc1
 : -15, -8, -22, -0.4, 0.2, -4, 21, 2, 27
CCOc1cccc(C(=O)Nc2nccs2)c1
 : -6, -11, -3, -1.2, 0.3, -3, 15, -3, 3
Cc1c(C(=O)c2ccc(Cl)cc2[N+](=O)[O-])c2ccccn2c1CCC#N
 : 3, -10, -13, -0.1, 0.0, 5, 1, -8, 1
O=C(CN1CCN(c2ccc(C(F)(F)F)cn2)CC1)Nc1ccc2c(c1)OCO2
 : 6, 1, 3, 2.1, 0.7, -3, -2, -9, 9
O=C(NCCCN1CCCC1=O)c1cc(=O)c2ccccc2o1
 : -26, 7, -11, -0.1, 1.0, -4, 18, -6, -1
O=C(N/C(=C/c1ccc(Cl)cc1)C(=O)N1CCOCC1)c1ccccc1
 : -9, -11, -8, 1.8, 1.8, 2, 1, -7, 3
COCCCNc1ncnc2c1cnn2-c1ccc(C)cc1C
 : -11, 9, -6, 0.0, 2.2, -2, 17, 3, -2
CCNC(=O)C1(C)CCN(Cc2ccc(C(F)(F)F)cc2)C1 (configuration not stated)
 : -4, ., 4, ., 0.6, -6, 2, ., 3
CCCCCn1c(=O)[nH]c2cc(C(=O)N3CCN(c4ccc(F)cc4)CC3)ccc2c1=O
 : -13, ., -25, ., 2.0, -5, 29, ., -1
O=C(COC(=O)/C=C/c1ccc(OC(F)F)cc1)NC1CCCCCC1
 : -7, -2, -19, 0.2, 1.1, 0, 21, -1, 3
O=C(NC1CCCc2ccccc21)c1c(F)cccc1Cl (configuration not stated)
 : -12, -4, 2, -1.2, 1.2, -11, -1, -11, -1
COc1ccc(Cl)cc1NC(=O)CN(C)C1CCCCC1
 : 2, -27, 4, -1.0, 0.7, -6, 8, -10, 8
CCOc1cc(C2C3=C(CC(C)(C)CC3=O)N(CCOC)C3=C2C(=O)CC(C)(C)C3)ccc1O
 : -1, -23, -9, -0.4, 2.8, -1, 8, 2, -1
COc1ccccc1/C=C1\SC(=S)N(CCC(=O)NC2=NCCS2)C1=O
 : -8, -15, 3, -0.3, 0.5, -3, 13, -12, 2
COc1ccc(Cl)cc1C(=O)Nc1ccc2nc3n(c(=O)c2c1)CCCC3
 : -17, ., -17, ., 2.2, -7, 15, ., 3
Cc1nc2scc(C)n2c(=O)c1S(=O)(=O)Nc1ccc(N2CCN(C(=O)C(C)C)CC2)cc1
 : 9, -9, -13, 3.7, 1.7, -1, -9, -6, 4
CC(CC(=O)N1CCN(S(=O)(=O)c2ccc([N+](=O)[O-])cc2)CC1)c1ccccc1 (configuration not stated)
 : -16, -18, 8, 0.7, 3.0, -5, 0, 1, 7

Results follow in this order: CHO-K1 Ca antag, CHO parental Ca, TAAR1 antagonist, V1aR counter, CHO-K1 Ca ag, CHRM1 agonist, M1 PAM parental, OXTR potentiate, TAAR1 ag
COCCn1c(SCC(=O)N2CCCc3ccccc32)nnc1-c1ccoc1C
 : -15, -11, 3, 0.5, 0.0, -7, 17, -7, 9
CC1(c2ccccc2)NC(=O)N(CC(=O)Nc2ccc(S(N)(=O)=O)cc2)C1=O (configuration not stated)
 : 12, 4, -8, 0.6, -0.1, -1, 5, 1, 3
CC(=O)Nc1cccc(OC(=O)COc2ccc(Br)cc2)c1
 : -12, -5, 14, 6.8, 5.7, 0, 7, -9, 5
CCc1nnc(NS(=O)(=O)c2ccc(NC(=O)c3cccc(OC(F)(F)C(F)F)c3)cc2)s1
 : -20, -10, -5, 0.7, 0.3, -5, 22, -1, 5
COc1ccc2cc(C(=O)C3CCCN(Cc4ccccn4)C3)ccc2c1 (configuration not stated)
 : -11, -16, -7, 0.0, 2.0, -8, 4, -19, 1
c1ccc2c(c1)NC(CN1CCOCC1)CO2 (configuration not stated)
 : -19, 1, -8, 1.9, 0.5, -2, 25, -6, 6
Cc1nc2ncnn2c(C)c1CCC(=O)O
 : -6, -9, -12, 1.3, 0.5, -2, 14, -15, 13
Cc1cccc(-c2cc3c(nn2)-c2ccccc2C3=O)c1
 : -19, -4, -1, -1.2, 0.6, -4, 13, -4, 5
CC(C)(C)C(=O)/C(=C/c1ccncc1)n1cncn1
 : -7, 4, 1, 1.3, 0.2, -3, 20, -3, 12
Cn1cc(Br)c(C(=O)NNC(=O)c2ccc(Br)cc2)n1
 : 3, -7, 4, 0.1, 0.2, -6, 10, -6, 3
Cc1ccc(-c2nc3ncccc3o2)cc1NC(=O)COc1ccccc1
 : -12, -23, 21, -0.5, 1.5, -5, 23, -6, 13
CCOC(=O)CNC(=O)CSc1nc2cccnc2n1CC
 : 2, -12, 9, -0.6, 0.8, -2, 2, -7, 0
O=C(COC(=O)c1ccc([N+](=O)[O-])s1)NCCc1ccccc1
 : -10, -12, ., 0.6, 0.7, -1, 8, -4, .
Cc1cc(C)cc(N(C(=O)c2snc(C(N)=O)c2N)C(C(=O)NCC2CCCO2)c2ccc(C)o2)c1 (configuration not stated)
 : -7, -30, -14, 0.7, -0.3, -2, 13, -5, 14
CCCCOc1ccc(C(C)NC(=O)CCS(=O)(=O)Cc2ccc(Cl)cc2)cc1 (configuration not stated)
 : -8, -16, -24, 0.3, 0.9, -3, 22, 0, 8
O=C(NC1CCCCCCC1)C1c2ccccc2C(=O)N1Cc1ccco1 (configuration not stated)
 : -36, -19, -9, -0.4, 0.6, -2, 18, -5, 2
NCCc1nnc(SCc2ccccc2)o1
 : 9, -4, -4, 0.9, 0.2, -7, 2, 4, 13
Cc1cc(S(=O)(=O)Nc2ccc3cn[nH]c3c2)c(C)cc1Cl
 : -8, 40*, -14, 12, 8.4, 10, -9, -13, 11
O=C(CSc1cccc2cccnc12)Nc1ccccc1F
 : -4, 12, 9, 3.0, 0.0, 0, 6, -5, -1
C=CCN(Cc1nc(-c2cc(OC)ccc2OC)oc1C)C1CCS(=O)(=O)C1 (configuration not stated)
 : 7, -25, -14, -0.3, 0.0, -11, -2, -11, 2
Cc1ccc(N(C)S(=O)(=O)c2nnc(NC(=O)c3ccco3)s2)cc1
 : -8, -7, -16, 2.4, 0.0, -3, -6, -5, 0
FC(F)Oc1ccccc1C1CC(c2ccc(Br)s2)Nc2ncnn21 (configuration not stated)
 : -6, -10, 8, 2.8, 2.9, 1, 20, -25, 12
O=C(/C=C/c1ccco1)NC(=S)Nc1ccccc1
 : 5, -14, -16, -0.4, 0.4, -4, -3, 5, 6

3 compounds drawn at random from the list so far, as already listed:
Results follow in this order: CHO-K1 Ca antag, CHO parental Ca, TAAR1 antagonist, V1aR counter, CHO-K1 Ca ag, CHRM1 agonist, M1 PAM parental, OXTR potentiate, TAAR1 ag
O=C(CNC(=O)c1ccccc1)NCC(=O)OCC(=O)c1ccc([N+](=O)[O-])cc1
 : -2, -4, 13, 0.9, -0.4, -4, -6, -3, 5
O=C(COC(=O)c1ccc([N+](=O)[O-])s1)NCCc1ccccc1
 : -10, -12, ., 0.6, 0.7, -1, 8, -4, .
CCNC(=O)C1(C)CCN(Cc2ccc(C(F)(F)F)cc2)C1 (configuration not stated)
 : -4, ., 4, ., 0.6, -6, 2, ., 3

Bioassay records deposited in PubChem by The Scripps Research Institute Molecular Screening Center.
